TNAP inhibition: human TNAP enzyme inhibitors, biochemical, luminescent (AID 518) | Alkaline phosphatase, tissue-nonspecific isozyme (Homo sapiens) | purified TNAP enzyme, luminescent substrate readout; higher % means a stronger effect | inhibition, % at 20 µM; hits with a dose series show IC50 in µM | hit rate 0.09% among 64,000; in the data active = a potency from the dose series; inactive = the rest, 99 in 100 with inhibition below about 22%;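 also: plate controls were vehicle for no effect and reference inhibitor for full effect; many of its hits are not listed in these tables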
LYP inhibition: LYP phosphatase inhibitors, primary screen, biochemical, DiFMUP fluorescence, recombinant catalytic domain, 10 µM (AID 606) | inhibition, % at 10 µM, or IC50 in µM where a hit was titrated | 52,000 tested, under 10 active | recombinant LYP catalytic domain, DiFMUP fluorescence; higher % means a stronger effect;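 active = IC50 under 40 µM in the dose-response test; inactive = IC50 of 40 µM or more, or never dose-tested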
KRASV12 cytotoxicity: cytotoxicity in KRAS-transformed pancreatic duct cells, primary screen, cell-based, fluorescence, HTS (AID 431) | HPDE-C7K KRASV12 cells, Alamar Blue viability, 48 h; higher % means a stronger effect | cytotoxicity, % at 10 µM, or EC50 in µM where a hit was titrated | hit rate 1.7% among 63,000;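 active = compounds whose percent cytotoxicity in the single-dose primary screen, scaled between solvent and toxic-drug controls, exceeds 50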;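 also: 0% = DMSO solvent wells and 100% = doxorubicin-treated wells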
HPDE-C7 viability: cytotoxicity in HPDE-C7 cells, cell-based, fluorescence, HTS (AID 430); HPDE-C7 pancreatic duct cells viability, fluorescence; higher % means a stronger effect; one-dose cytotoxicity, % at 10 µM; EC50 in µM for titrated hits; hit rate 1.8% among 63,000;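 also: cells exposed to compound for 48 hours before viability readout; 0% = vehicle and 100% = reference cytotoxic drug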
HT1080 viability: cytotoxicity in HT1080 fibrosarcoma cells, cell-based, fluorescence readout (AID 620); HT1080 viability, fluorescence; higher % means a stronger effect; cytotoxicity, % at 10 µM, or EC50 in µM where a hit was titrated; hit rate 0.42% among 87,000;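 also: cells exposed to compound overnight then 4 h with Alamar Blue; 0% = vehicle DMSO and 100% = killing control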
Spn PMK inh: S. pneumoniae PMK inhibitors, primary screen, biochemical, mevalonate pathway, pilot trial included; purified PMK, PK/LDH-coupled NADH absorbance 340 nm; inhibition, % at 10 µM; phosphomevalonate kinase (Streptococcus pneumoniae D39); hit rate 0.49% among 65,000;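 active = top-ranked compounds by inhibition in the single 10 µM screen, taking a fixed number of the strongest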;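 also: 0% = full reaction with DMSO carrier and 100% = background rate without enzyme reaction; no value below 0 was filed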
MK inhibit: S. pneumoniae MK inhibitors, primary screen, biochemical, PK/LDH-coupled NADH absorbance; AID 555, 2006; purified MK, PK/LDH-coupled NADH absorbance 340 nm; hit rate 0.48% among 65,000; inhibition, % at 10 µM; mevalonate kinase [Streptococcus pneumoniae D39];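 active = ranked among the strongest by inhibition in the single 10 µM screen, a fixed top-ranked set picked for dose follow-up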; also: no value below 0 was filed
Bfl-1 inhibitors: Bfl-1 inhibitors, primary screen, biochemical, fluorescence polarization, FITC-Bid, mouse (AID 432); Bcl-2-related protein A1 (Mus musculus); FITC-Bid BH3 peptide fluorescence polarization displacement; higher % means a stronger effect; displacement, % at 20 µM; hits with a dose series show IC50 in µM; hit rate 0.02% among 64,000; in the data active = a potency from the dose series; inactive = the rest, 99 in 100 with displacement below about 15%; also: strong numbers were not always called active
DPM-DC inhibit: S. pneumoniae DPM-DC inhibitors, primary screen, biochemical, PK/LDH-coupled NADH fluorescence; diphosphomevalonate decarboxylase (Streptococcus pneumoniae D39); purified DPM-DC; calls only at 10 µM; hit rate 0.49% among 65,000;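 active = the 320 compounds with the highest percent inhibition in the single-dose primary screen, excluding strongly autofluorescent ones, cut at about 32% in these data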;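 also: kinetic rate of NADH fluorescence loss reporting ADP formed by the decarboxylase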
Spn PMK inh pilot replicates: second read-out of Spn PMK inh, no call of its own (marks repeat the call); inhibition, %; measured here: pilot screen replicates
MK inhibit pilot replicates: second read-out of MK inhibit, no call of its own (marks repeat the call); inhibition, %; measured here: pilot screen replicates
DPM-DC inhibit pilot screen %: further read-out of DPM-DC inhibit, marked with its call; inhibition, %; measured here: pilot screen trials
* = called active by the depositor; i = inactive; x = no result given. Rule as the data show it, unless noted: active = cytotoxicity above about 50%; inactive = the rest.

SMILES | TNAP inhibition | LYP inhibition | KRASV12 cytotoxicity | HPDE-C7 viability | HT1080 viability | Spn PMK inh | MK inhibit | Bfl-1 inhibitors | DPM-DC inhibit | others
O=C(NCCN1CCN(C(=O)c2cc3ccccc3oc2=O)CC1)c1cc2ccccc2oc1=O | 12% | 12% | -1% | -11% | 27% | 17 | 3 | -8% | i
COc1ccc2c(Cl)c(-c3nnc4n3CCCCC4)sc2c1 | -4% | 3% | -36% | -14% | -9% | 11 | 0 | 0% | i
O=C(NCc1ccc2c(c1)OCO2)C1CC(=O)N(C2CCCCCC2)C1 (configuration not stated) | 5% | 10% | 5% | -3% | 8% | 15 | 0 | 2% | i
CCOC(=O)c1oc2ccc(S(=O)(=O)N3CCOCC3)cc2c1C | 0% | 12% | 8% | 4% | 4% | 11 | 0 | -7% | i
COc1cc(C(=O)NCc2cn3ccccc3n2)cc(OC)c1OC | x | 23% | x | x | 9% | 12 | 0 | x | i
C=CCn1c(COc2ccc(F)cc2)nnc1SCC(=O)NC(=O)NCc1ccco1 | 14% | -6% | 2% | -2% | 4% | 13 | 0 | -12% | i
Cc1ccc(S(=O)(=O)NCc2ccco2)cc1C | 3% | 11% | x | x | -7% | 23 | 17 | 2% | i
CCOC(=O)c1c(N)ssc1=S | -9% | 12% | -4% | 2% | 0% | 6 | 7 | -2% | i
CC(C)N(Cc1nc(-c2ccc(Cl)cc2)no1)C(=O)c1cccs1 | 6% | -7% | -6% | 3% | -6% | 0 | 9 | 0% | i
O=C1C2C3C=CC([C@@H]2C(=O)N1c1nccs1)C31CC1 (some centres not stated) | 10% | 7% | -29% | -19% | 5% | 4 | 4 | 6% | i
Cc1ccc(CNC(=O)c2cc3c(-c4ccc(Cl)cc4)nn(C)c3s2)o1 | 9% | 1% | 9% | 7% | -5% | 7 | 4 | 8% | i
O=C1CCCc2nc(NCc3ccco3)ncc21 | 12% | 0% | 0% | -8% | -13% | 7 | 10 | -4% | i
O=C(Nc1cccc(-c2cn3ccsc3n2)c1)c1ccccc1 | 12% | 12% | 41% | 34% | 4% | 15 | 0 | -8% | i
CCOC(=O)c1c(N)sc2c(OC)c(Br)ccc12 | 10% | x | 59%* | 48% | 1% | 7 | 6 | -5% | i
CCOc1ccc(C(=O)CCN2CCCCCC2)cc1 | 12% | x | 13% | 17% | 5% | 16 | 13 | -2% | i
Cc1nn(C)c(C)c1S(=O)(=O)N(CC(=O)NCCCOC(C)C)c1ccc(C(C)C)cc1 | 5% | x | -1% | -3% | 15% | 20 | 4 | -5% | i
COc1ccccc1-c1ccc(=O)n(CC(=O)NC(C)(C)C)n1 | 3% | 15% | -16% | -6% | -1% | 9 | 2 | -4% | i
Cc1c(C)n(CC(O)CN2CCCCCC2)c2ccccc12 (configuration not stated) | 8% | 10% | -2% | -2% | -3% | 9 | 6 | -10% | i
CC(=O)c1ccc(NC(=O)CN2C(=O)COc3ccc(Cl)cc32)cc1 | 13% | 8% | 4% | 0% | 5% | 2 | 0 | 0% | i
Cc1ccc(N2CC(C(=O)Nc3ccc(N(C)C)cc3)CC2=O)cc1C (configuration not stated) | 3% | 1% | 10% | 11% | -1% | 6 | 3 | -2% | i
Cn1c(=O)[nH]c(=O)c2c1nc(N1CCCCC1)n2CCSc1ncccn1 | 20% | 6% | -9% | -10% | 3% | 4 | 4 | -7% | i | Spn PMK inh pilot replicates=4.0;MK inhibit pilot replicates=0.0;DPM-DC inhibit pilot screen %=0.5
CCOc1ccc(-c2n[nH]c(C)c2Oc2ccc(OC)cc2)c(O)c1 | -7% | 7% | 16% | 6% | 6% | 9 | 9 | 4% | i
Cc1ccc(SCc2[nH]nc3c2C(c2ccco2)C(C#N)=C(N)O3)cc1 (configuration not stated) | 5% | -3% | -10% | -8% | -4% | 0 | 4 | -1% | i
CN1CCN(c2nc3c(c(=O)[nH]c(=O)n3C)n2CCSc2ncccn2)CC1 | 13% | 16% | -10% | -9% | 11% | 7 | 0 | 3% | i
CC(C)(C)OC(=O)N1CCCC1C(=O)O (configuration not stated) | 7% | 1% | 5% | 6% | x | 0 | 0 | -2% | i
COc1ccccc1Cc1noc(COc2cccc(C)c2C)n1 | 10% | 15% | -2% | -6% | -7% | 5 | 5 | -4% | i
O=S(=O)(c1cccs1)N1CCCc2ccccc21 | 2% | 4% | 4% | -2% | 10% | 14 | 10 | 8% | i

Not a retest: an excerpt of the list.
SMILES | TNAP inhibition | LYP inhibition | KRASV12 cytotoxicity | HPDE-C7 viability | HT1080 viability | Spn PMK inh | MK inhibit | Bfl-1 inhibitors | DPM-DC inhibit | others
O=C(NCCN1CCN(C(=O)c2cc3ccccc3oc2=O)CC1)c1cc2ccccc2oc1=O | 12% | 12% | -1% | -11% | 27% | 17 | 3 | -8% | i
COc1ccc2c(Cl)c(-c3nnc4n3CCCCC4)sc2c1 | -4% | 3% | -36% | -14% | -9% | 11 | 0 | 0% | i

Compounds above that contain a Cl atom (four):
SMILES | TNAP inhibition | LYP inhibition | KRASV12 cytotoxicity | HPDE-C7 viability | HT1080 viability | Spn PMK inh | MK inhibit | Bfl-1 inhibitors | DPM-DC inhibit | others
COc1ccc2c(Cl)c(-c3nnc4n3CCCCC4)sc2c1 | -4% | 3% | -36% | -14% | -9% | 11 | 0 | 0% | i
CC(C)N(Cc1nc(-c2ccc(Cl)cc2)no1)C(=O)c1cccs1 | 6% | -7% | -6% | 3% | -6% | 0 | 9 | 0% | i
Cc1ccc(CNC(=O)c2cc3c(-c4ccc(Cl)cc4)nn(C)c3s2)o1 | 9% | 1% | 9% | 7% | -5% | 7 | 4 | 8% | i
CC(=O)c1ccc(NC(=O)CN2C(=O)COc3ccc(Cl)cc32)cc1 | 13% | 8% | 4% | 0% | 5% | 2 | 0 | 0% | i
